LAP4 TOR yeast: modulators of LAP4-GFP expression in yeast, primary screen, S. cerevisiae, multiplex flow cytometry, MLPCN library. 3 h; median GFP as percent of DMSO wells. GFP response vs DMSO, % at 10 µM. 320,000 tested, 0.34% active. AID 2023, 2009;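 active = GFP response vs DMSO above a set limit, about the screen mean plus 3 SD, cut at about 150% in these data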
CR mimetic SO: reduction of superoxide in aged yeast, primary screen, HTS; S. cerevisiae aged cells, superoxide DHE fluorescence; active compounds read low; superoxide response (% of plate mean), % at 10 µM; 330,000 tested, 0.18% active;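 active = superoxide response under a set limit, about three screen SD below normal, cut at about 65% in these data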;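 also: yeast aged for seven days with compound at 30 °C before DHE staining; 100% = average MFI of all compound-treated wells on the plate with controls excluded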
GRK2 aptamer HTS: compounds blocking aptamer binding on GRK2 – biochemical, human GRK2, bead flow cytometry, HTS, primary screen | Beta-adrenergic receptor kinase 1 (Homo sapiens), P25098 | FAM-aptamer displacement from GRK2 | inhibition of aptamer binding, % at 10 µM | 330,000 tested, 0.59% active | AID 488847, 2010;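 active = inhibition of aptamer binding above 40%, roughly 3 SD of noise, on plates passing a quality check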;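 also: median bead fluorescence of bound FAM aptamer so fluorescent compounds give negative values; no value below 0 was filed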
AGP1 TOR yeast: modulators of AGP1-GFP expression in yeast TOR pathway, primary screen, cell-based, multiplex flow cytometry, S. cerevisiae, MLPCN library; 3 h; GFP as percent of DMSO wells; GFP response vs DMSO, % at 10 µM; 320,000 tested, 0.02% active;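 active = GFP response relative to DMSO above a set limit, near screen average plus 3 SD, cut at about 150% in these data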;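 also: median GFP channel fluorescence of the gated AGP1 strain per well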
RPL19A-GFP yeast: RPL19A-GFP expression modulators in yeast, primary screen, cell-based, S. cerevisiae, multiplex flow cytometry, MLPCN; S. cerevisiae RPL19A-GFP strain, 3 h; active compounds read low; percent response vs DMSO, % at 10 µM; 330,000 tested, 0.3% active; AID 2025, 2009;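 active = percent response vs DMSO below 50%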;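 also: median channel GFP fluorescence of the barcoded RPL19A-GFP strain; ratio of sample median GFP to plate DMSO average so 100% = DMSO; lower means less RPL19A-GFP as with rapamycin TOR inhibition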
CIT2 TOR yeast: modulators of CIT2-GFP expression in yeast, primary screen, S. cerevisiae, GFP fusion, multiplex flow cytometry, MLPCN library | S. cerevisiae CIT2-GFP strain, 3 h; 100 means same as DMSO wells | GFP response vs DMSO, % at 10 µM | 320,000 tested, 0.065% active | AID 2029, 2009;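 active = GFP response relative to DMSO above a set limit, near the screen mean plus 3 SD, cut at about 150% in these data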;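 also: ratio of well median GFP fluorescence to mean of DMSO wells on the plate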
MEP2 TOR yeast: modulators of MEP2-GFP levels in yeast, primary screen, S. cerevisiae, multiplex flow cytometry, MLPCN library; 330,000 tested, 0.51% active; S. cerevisiae MEP2-GFP strain, 3 h; 100% = DMSO control level; GFP response vs DMSO, % at 10 µM;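 active = GFP response versus DMSO above a set limit, roughly screen mean plus 3 SD, cut at about 180% in these data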;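 also: median GFP fluorescence of the barcode-gated MEP2-GFP cells per well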
VLA-4 inh: inhibition in human VLA-4 binding assay, primary screen, VLA-4 allosteric modulator project, MLPCN library, flow cytometry, VLA-4 expressing cells; Integrin alpha-4 (Homo sapiens), P13612; ligand binding flow cytometry; inhibition, % (about 7 µM as worked out from the volumes in the protocol); 330,000 tested, 0.2% active; in the data active = inhibition above about 50%
Target sequence (P13612 whole entry, looked up): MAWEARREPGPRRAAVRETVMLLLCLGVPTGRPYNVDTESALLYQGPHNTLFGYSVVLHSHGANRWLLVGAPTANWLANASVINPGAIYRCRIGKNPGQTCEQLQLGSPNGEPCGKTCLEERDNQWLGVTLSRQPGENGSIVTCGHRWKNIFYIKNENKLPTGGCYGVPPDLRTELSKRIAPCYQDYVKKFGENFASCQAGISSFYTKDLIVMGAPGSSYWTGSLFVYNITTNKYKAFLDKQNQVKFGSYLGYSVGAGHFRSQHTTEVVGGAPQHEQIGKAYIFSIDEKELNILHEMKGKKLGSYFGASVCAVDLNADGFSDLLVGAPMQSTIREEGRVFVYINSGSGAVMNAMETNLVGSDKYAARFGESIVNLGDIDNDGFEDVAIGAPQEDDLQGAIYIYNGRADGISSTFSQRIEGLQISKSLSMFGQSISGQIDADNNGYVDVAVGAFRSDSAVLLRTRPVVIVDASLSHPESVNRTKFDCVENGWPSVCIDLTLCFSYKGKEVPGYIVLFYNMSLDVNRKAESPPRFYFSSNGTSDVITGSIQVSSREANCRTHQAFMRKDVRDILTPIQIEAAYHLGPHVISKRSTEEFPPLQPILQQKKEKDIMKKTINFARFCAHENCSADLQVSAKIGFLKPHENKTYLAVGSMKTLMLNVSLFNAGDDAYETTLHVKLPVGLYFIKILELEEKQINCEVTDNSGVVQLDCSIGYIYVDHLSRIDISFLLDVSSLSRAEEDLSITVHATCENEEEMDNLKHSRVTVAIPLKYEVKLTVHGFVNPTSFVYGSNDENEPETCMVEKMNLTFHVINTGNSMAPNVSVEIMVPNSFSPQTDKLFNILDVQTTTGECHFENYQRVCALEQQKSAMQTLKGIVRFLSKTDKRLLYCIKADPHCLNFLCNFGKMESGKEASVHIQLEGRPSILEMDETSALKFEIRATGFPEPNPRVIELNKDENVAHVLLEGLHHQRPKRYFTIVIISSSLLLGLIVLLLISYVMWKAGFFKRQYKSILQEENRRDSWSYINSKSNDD
The depositor's hits bear a star.

`COc1ccc(OC)c(NC(=O)c2cc(S(=O)(=O)N3CCCCC3)c[nH]2)c1` gave LAP4 TOR yeast 103, CR mimetic SO 104, GRK2 aptamer HTS 3, AGP1 TOR yeast 106, RPL19A-GFP yeast 98, CIT2 TOR yeast 100, MEP2 TOR yeast 101 and VLA-4 inh -14.
CCOC(=O)CC(=O)CSc1ccc2nnc(-c3cccc(F)c3)n2n1 was read as LAP4 TOR yeast 95, CR mimetic SO 84, GRK2 aptamer HTS 3, AGP1 TOR yeast 99, RPL19A-GFP yeast 95, CIT2 TOR yeast 104, MEP2 TOR yeast 100 and VLA-4 inh 1.
For O=C(COc1ccc(Br)cc1)Nc1ccc(S(=O)(=O)Nc2ccccn2)cc1 the results were LAP4 TOR yeast 95, GRK2 aptamer HTS 0, AGP1 TOR yeast 94, RPL19A-GFP yeast 100, CIT2 TOR yeast 100, MEP2 TOR yeast 92 and VLA-4 inh -20.
`CC1(C)OC(=O)C(=NNc2ccc(C(=O)O)cc2)C(=O)O1` gave LAP4 TOR yeast 97, CR mimetic SO 107, GRK2 aptamer HTS 0, AGP1 TOR yeast 106, RPL19A-GFP yeast 102, CIT2 TOR yeast 119, MEP2 TOR yeast 104 and VLA-4 inh 6.
Screening CC(C(=O)NCc1ccccc1)n1cc([N+](=O)[O-])cn1 (stereo unspecified) returned LAP4 TOR yeast 88, CR mimetic SO 98, GRK2 aptamer HTS 0, AGP1 TOR yeast 96, RPL19A-GFP yeast 104, CIT2 TOR yeast 103, MEP2 TOR yeast 107 and VLA-4 inh 3.
For Cc1cccc(-c2nn(-c3ccccc3)cc2C(=O)Nc2cccc(S(=O)(=O)NC3=NCCC3)c2)c1 the results were LAP4 TOR yeast 108, CR mimetic SO 104, GRK2 aptamer HTS 0, AGP1 TOR yeast 113, RPL19A-GFP yeast 106, CIT2 TOR yeast 104, MEP2 TOR yeast 102 and VLA-4 inh 1.
CCOCCn1c(CN2CCc3ccccc3C2)nc2c1c(=O)n(C)c(=O)n2C was read as LAP4 TOR yeast 114, CR mimetic SO 85, GRK2 aptamer HTS 4, AGP1 TOR yeast 107, RPL19A-GFP yeast 92, CIT2 TOR yeast 89, MEP2 TOR yeast 96 and VLA-4 inh -3.
COC(=O)N/N=C/c1cc(Cl)c(OCc2ccc(F)cc2)c(OC)c1 was read as LAP4 TOR yeast 100, CR mimetic SO 90, GRK2 aptamer HTS 0, AGP1 TOR yeast 103, RPL19A-GFP yeast 106, CIT2 TOR yeast 108, MEP2 TOR yeast 123 and VLA-4 inh -6.
CC(NC(=O)c1ccc(Cl)cc1)c1nnc(SCc2ccc([N+](=O)[O-])cc2)n1C (stereo unspecified) was read as LAP4 TOR yeast 101, CR mimetic SO 79, GRK2 aptamer HTS 1, AGP1 TOR yeast 101, RPL19A-GFP yeast 98, CIT2 TOR yeast 111, MEP2 TOR yeast 95 and VLA-4 inh -2.
COc1cc(-c2nnc(SCC(=O)N3CCOCC3)o2)cc(OC)c1OC was read as LAP4 TOR yeast 96, CR mimetic SO 100, GRK2 aptamer HTS 0, AGP1 TOR yeast 103, RPL19A-GFP yeast 101, CIT2 TOR yeast 106, MEP2 TOR yeast 104 and VLA-4 inh 12.
COC(=O)c1cccc(NC(=O)C(C)N2C(=O)c3ccccc3C2=O)c1 (stereo unspecified) was read as LAP4 TOR yeast 99, CR mimetic SO 95, GRK2 aptamer HTS 3, AGP1 TOR yeast 100, RPL19A-GFP yeast 96, CIT2 TOR yeast 100, MEP2 TOR yeast 103 and VLA-4 inh -10.
Screening COc1cc(NC(=O)CCc2ccccc2)nc(OC)n1 returned LAP4 TOR yeast 92, CR mimetic SO 86, GRK2 aptamer HTS 3, AGP1 TOR yeast 41, RPL19A-GFP yeast 93, CIT2 TOR yeast 107, MEP2 TOR yeast 103 and VLA-4 inh 11.
For COc1ccc(CCNC(=O)C2CC(=O)N(c3ccc(C)cc3)C2)cc1OC (stereo unspecified) the results were LAP4 TOR yeast 96, CR mimetic SO 93, GRK2 aptamer HTS 1, AGP1 TOR yeast 103, RPL19A-GFP yeast 102, CIT2 TOR yeast 103, MEP2 TOR yeast 100 and VLA-4 inh 2.
Screening COc1cccc(OCCSc2nc(C)c(Cc3ccccc3)c(=O)[nH]2)c1 returned LAP4 TOR yeast 105, CR mimetic SO 100, GRK2 aptamer HTS 3, AGP1 TOR yeast 101, RPL19A-GFP yeast 96, CIT2 TOR yeast 96, MEP2 TOR yeast 100 and VLA-4 inh 5.
Screening COc1cccc(CNS(=O)(=O)c2cc(CN3C(=O)c4cccnc4C3=O)ccc2OC)c1 returned LAP4 TOR yeast 92, CR mimetic SO 94, GRK2 aptamer HTS 2, AGP1 TOR yeast 101, RPL19A-GFP yeast 111, CIT2 TOR yeast 112, MEP2 TOR yeast 119 and VLA-4 inh -8.
CCN(CC(=O)NC1CCS(=O)(=O)C1)S(=O)(=O)c1cc(Br)ccc1Br (stereo unspecified) was read as LAP4 TOR yeast 98, CR mimetic SO 96, GRK2 aptamer HTS 2, AGP1 TOR yeast 107, RPL19A-GFP yeast 98, CIT2 TOR yeast 97, MEP2 TOR yeast 96 and VLA-4 inh -1.
Screening CC(/C=N/NC(=O)c1cc(-c2ccc(Cl)cc2)nc2ccccc12)=C\c1ccco1 returned LAP4 TOR yeast 105, CR mimetic SO 111, GRK2 aptamer HTS 1, AGP1 TOR yeast 99, RPL19A-GFP yeast 101, CIT2 TOR yeast 95, MEP2 TOR yeast 105 and VLA-4 inh 44.
CC(=O)Nc1ccc(S(=O)(=O)NCC2CCCO2)cc1 (stereo unspecified) was read as LAP4 TOR yeast 102, CR mimetic SO 100, GRK2 aptamer HTS 0, AGP1 TOR yeast 95, RPL19A-GFP yeast 90, CIT2 TOR yeast 87, MEP2 TOR yeast 99 and VLA-4 inh -3.
`Cc1ccc(C)c(OCCC(=O)OCC(=O)NCCc2ccc(S(N)(=O)=O)cc2)c1` gave LAP4 TOR yeast 104, CR mimetic SO 102, GRK2 aptamer HTS 0, AGP1 TOR yeast 107, RPL19A-GFP yeast 101, CIT2 TOR yeast 115, MEP2 TOR yeast 98 and VLA-4 inh 4.
Screening O=C(CSc1n[nH]c(=O)n1C1CC1)Nc1ccc(F)c(Cl)c1 returned LAP4 TOR yeast 102, CR mimetic SO 82, GRK2 aptamer HTS 2, AGP1 TOR yeast 105, RPL19A-GFP yeast 101, CIT2 TOR yeast 104, MEP2 TOR yeast 102 and VLA-4 inh 9.

Next section (two carried over from the part before).
`Cc1ccc(C)c(OCCC(=O)OCC(=O)NCCc2ccc(S(N)(=O)=O)cc2)c1` gave LAP4 TOR yeast 104, CR mimetic SO 102, GRK2 aptamer HTS 0, AGP1 TOR yeast 107, RPL19A-GFP yeast 101, CIT2 TOR yeast 115, MEP2 TOR yeast 98 and VLA-4 inh 4.
Screening O=C(CSc1n[nH]c(=O)n1C1CC1)Nc1ccc(F)c(Cl)c1 returned LAP4 TOR yeast 102, CR mimetic SO 82, GRK2 aptamer HTS 2, AGP1 TOR yeast 105, RPL19A-GFP yeast 101, CIT2 TOR yeast 104, MEP2 TOR yeast 102 and VLA-4 inh 9.
`O=C(OC1CCOC1=O)c1cc(-c2ccc(Br)cc2)nc2ccccc12` (stereo unspecified) gave LAP4 TOR yeast 114, CR mimetic SO 132, GRK2 aptamer HTS 1, AGP1 TOR yeast 112, RPL19A-GFP yeast 110, CIT2 TOR yeast 101, MEP2 TOR yeast 117 and VLA-4 inh 5.
`Cc1ccc(NC(=O)CSc2nnc(CNC(=O)c3ccco3)n2C)cc1C` gave LAP4 TOR yeast 91, CR mimetic SO 97, GRK2 aptamer HTS 3, AGP1 TOR yeast 109, RPL19A-GFP yeast 96, CIT2 TOR yeast 89, MEP2 TOR yeast 96 and VLA-4 inh -8.
CC(=O)c1ccc2noc(-c3ccccc3)c2c1 was read as LAP4 TOR yeast 110, CR mimetic SO 93, GRK2 aptamer HTS 1, AGP1 TOR yeast 77, RPL19A-GFP yeast 96, CIT2 TOR yeast 86, MEP2 TOR yeast 87 and VLA-4 inh 23.
Screening O=S(=O)(NCc1ccccc1)c1ccc(Br)s1 returned LAP4 TOR yeast 94, CR mimetic SO 95, GRK2 aptamer HTS 1, AGP1 TOR yeast 99, RPL19A-GFP yeast 96, CIT2 TOR yeast 98, MEP2 TOR yeast 98 and VLA-4 inh 9.
Screening Oc1[nH]c2ccccc2c1N=Nc1nc2ccccc2s1 returned LAP4 TOR yeast 107, CR mimetic SO 101, GRK2 aptamer HTS 0, AGP1 TOR yeast 107, RPL19A-GFP yeast 100, CIT2 TOR yeast 105, MEP2 TOR yeast 97 and VLA-4 inh -21.
Screening CC(=O)N1c2ccc(S(=O)(=O)N(C)Cc3ccccc3)cc2CC1C (stereo unspecified) returned LAP4 TOR yeast 108, CR mimetic SO 107, GRK2 aptamer HTS 0, AGP1 TOR yeast 108, RPL19A-GFP yeast 103, CIT2 TOR yeast 102, MEP2 TOR yeast 105 and VLA-4 inh 28.
For Cc1ccccc1NC(=O)COC(=O)Cc1ccsc1 the results were LAP4 TOR yeast 103, CR mimetic SO 93, GRK2 aptamer HTS 0, AGP1 TOR yeast 91, RPL19A-GFP yeast 101, CIT2 TOR yeast 107, MEP2 TOR yeast 100 and VLA-4 inh -9.
`Cc1ccc(-n2nnnc2CNC(=O)C2CC(=O)N(c3ccccc3)C2)cc1C` (stereo unspecified) gave LAP4 TOR yeast 96, CR mimetic SO 100, GRK2 aptamer HTS 2, AGP1 TOR yeast 94, RPL19A-GFP yeast 97, CIT2 TOR yeast 101, MEP2 TOR yeast 100 and VLA-4 inh 7.
Screening Cc1cccn2c(CN3CCCN(C=O)CC3)c(C(=O)N(C)CCc3ccccc3)nc12 returned LAP4 TOR yeast 87, CR mimetic SO 85, GRK2 aptamer HTS 0, AGP1 TOR yeast 92, RPL19A-GFP yeast 91, CIT2 TOR yeast 95, MEP2 TOR yeast 97 and VLA-4 inh 5.
For COC(=O)c1ccc(NC(=S)Nc2ccc3ccccc3c2)cc1 the results were LAP4 TOR yeast 99, CR mimetic SO 94, GRK2 aptamer HTS 0, AGP1 TOR yeast 94, RPL19A-GFP yeast 93, CIT2 TOR yeast 90, MEP2 TOR yeast 95 and VLA-4 inh 22.
CCOC(=O)c1nnn(-c2nonc2N)c1CN1CCCC1 was read as LAP4 TOR yeast 85, CR mimetic SO 92, GRK2 aptamer HTS 0, AGP1 TOR yeast 95, RPL19A-GFP yeast 99, CIT2 TOR yeast 96, MEP2 TOR yeast 87 and VLA-4 inh -3.
For CC(C)=CCCC1=CCC(/C=N/NC(N)=O)C(C)C1 (stereo unspecified) the results were LAP4 TOR yeast 99, CR mimetic SO 112, GRK2 aptamer HTS 2, AGP1 TOR yeast 95, RPL19A-GFP yeast 101, CIT2 TOR yeast 92, MEP2 TOR yeast 98 and VLA-4 inh 22.
CCN(CC)CC(=O)N1c2ccccc2CCc2ccc(NC(=O)c3cc(OC)c(OC)c(OC)c3)cc21 was read as LAP4 TOR yeast 112, CR mimetic SO 84, GRK2 aptamer HTS 1, AGP1 TOR yeast 101, RPL19A-GFP yeast 101, CIT2 TOR yeast 100, MEP2 TOR yeast 97 and VLA-4 inh 15.
Screening COc1ccc2c(c1)C1=NN(/C(C)=C/C(C)=O)C(c3cccc(F)c3)C1CC2 (stereo unspecified) returned LAP4 TOR yeast 97, CR mimetic SO 100, GRK2 aptamer HTS 8, AGP1 TOR yeast 96, RPL19A-GFP yeast 105, CIT2 TOR yeast 99, MEP2 TOR yeast 103 and VLA-4 inh -5.
